# Screening results (PubChem)
# PKA kinase inh: inhibitors of human protein kinase A; P17612; PKA Kemptide phosphorylation, Kinase-Glo ATP luminescence; inhibition, % at 6 µM; 0.1% of 65,000 active; AID 524;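 active means inhibition above the screen-wide mean inhibition plus 3 SD, cut at about 21% in these data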; further: many of its hits are not listed in these tables
# tolC growth inh: growth inhibitors of E. coli BW25113 tolC mutant; OD615; AID 573; 2.2% of 65,000 active; growth inhibition, % at 10 µM (by protocol);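 active means growth inhibition at or above a cutoff equal to the mean over every tested compound plus 3 SD, cut at about 60% in these data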;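 further: growth measured after 20 h incubation at 37 °C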
#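 Signal: optical density read at 615 nm; Assay system: E. coli ΔtolC::kan strain BW25113; Times: 20 h incubation with compound, 37 °C; Dosing: 10 µM final, single dose.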
# HEK293 NFkB inh: inhibitors of the PMA/ionomycin-induced NF-kB reporter in HEK293 cells; AID 465; 0.21% of 62,000 active; inhibition, % at 3 µM; HEK-293 NF-kB luciferase reporter, luminescence;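 active means inhibition above the mean of all tested compounds plus 3 SD, cut at about 40% in these data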;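 further: 0% = stimulated DMSO wells and 100% = 10 µM reference inhibitor 5653914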
#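 Reagent: PMA plus ionomycin mix as NF-kB-activating stimulus. Assay system: NF-kB luciferase reporter HEK-293 cells. Technique: luminescence from luciferase substrate reagent. Incubation: 1 h compound pre-incubation, 16 h PMA/ionomycin at 37 °C. Benchmarks: DMSO only as uninhibited control, 10 µM reference inhibitor as full inhibition. Repeats: tested once.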
# JNK3 blocker: inhibitors of human JNK3 kinase; P53779; purified JNK3 kinase activity, HTS; inhibition, % at 8 µM; 0.61% of 60,000 active; AID 746; in the data active means inhibition above about 17%;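 further: 0% = DMSO and 100% = reference inhibitor; many of its hits are not listed in these tables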
# A340 absorber: absorbance at 340 nm; compound absorbance at 340 nm, fold over control; fold change at 10 µM; 65,000 tested, under 10 active;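 active means at 10 µM dose, initial 340 nm absorbance at least 2 fold that of control wells; inactive means change under 2 fold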;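 further: initial absorbance extrapolated from kinetic A340 decline of NADH oxidation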
# ROCK2 blocker: inhibitors of human Rho kinase 2; O75116; purified ROCK2, Kinase-Glo ATP depletion luminescence; inhibition, % at 6 µM; 0.35% of 60,000 active; AID 604;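 active means inhibition above the screen-wide mean inhibition plus 3 SD, cut at about 18% in these data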;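 further: plate controls were DMSO wells for no effect and Y-27632 control wells after no-enzyme background subtraction for full effect; many of its hits are not listed in these tables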
# Target sequence (O75116 whole entry, looked up): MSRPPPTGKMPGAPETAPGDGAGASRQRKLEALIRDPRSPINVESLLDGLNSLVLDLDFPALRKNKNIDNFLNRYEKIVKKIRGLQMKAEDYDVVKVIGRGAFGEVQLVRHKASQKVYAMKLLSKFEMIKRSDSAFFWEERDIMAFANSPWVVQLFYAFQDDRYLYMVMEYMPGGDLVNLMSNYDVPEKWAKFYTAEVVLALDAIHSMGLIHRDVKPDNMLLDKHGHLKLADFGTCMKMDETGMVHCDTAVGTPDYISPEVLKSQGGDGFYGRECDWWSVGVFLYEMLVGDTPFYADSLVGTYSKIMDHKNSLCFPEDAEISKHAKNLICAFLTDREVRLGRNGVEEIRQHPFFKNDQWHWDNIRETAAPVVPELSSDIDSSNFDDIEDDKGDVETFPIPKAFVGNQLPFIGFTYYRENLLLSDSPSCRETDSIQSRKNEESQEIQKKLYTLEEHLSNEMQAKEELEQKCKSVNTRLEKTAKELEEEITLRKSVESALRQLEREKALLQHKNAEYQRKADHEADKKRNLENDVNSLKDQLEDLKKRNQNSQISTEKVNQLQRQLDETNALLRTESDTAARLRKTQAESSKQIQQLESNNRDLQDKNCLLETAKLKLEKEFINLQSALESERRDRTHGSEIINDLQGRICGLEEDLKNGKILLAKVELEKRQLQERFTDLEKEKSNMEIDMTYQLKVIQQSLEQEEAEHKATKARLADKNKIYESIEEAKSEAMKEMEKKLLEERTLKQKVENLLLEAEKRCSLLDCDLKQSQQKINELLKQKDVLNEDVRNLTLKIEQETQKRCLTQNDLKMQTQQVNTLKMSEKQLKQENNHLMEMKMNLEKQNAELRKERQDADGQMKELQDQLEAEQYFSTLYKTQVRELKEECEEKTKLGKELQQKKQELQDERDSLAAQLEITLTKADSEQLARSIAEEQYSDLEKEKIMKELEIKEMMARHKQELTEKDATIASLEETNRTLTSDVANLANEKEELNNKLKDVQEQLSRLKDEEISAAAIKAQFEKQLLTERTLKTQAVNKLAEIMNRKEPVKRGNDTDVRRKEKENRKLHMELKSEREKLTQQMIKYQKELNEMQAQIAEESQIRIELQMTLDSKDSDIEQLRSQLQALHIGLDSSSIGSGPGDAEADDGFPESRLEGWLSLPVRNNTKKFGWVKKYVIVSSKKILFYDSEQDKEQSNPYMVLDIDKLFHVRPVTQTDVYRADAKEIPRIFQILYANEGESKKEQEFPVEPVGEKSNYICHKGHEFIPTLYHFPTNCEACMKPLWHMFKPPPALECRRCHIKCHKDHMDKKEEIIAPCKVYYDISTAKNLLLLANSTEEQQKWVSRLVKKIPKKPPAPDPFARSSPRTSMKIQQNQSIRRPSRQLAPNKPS
# MMP13 inh: blocks human MMP13 activity | P45452 | MMP-13 fTHP FRET cleavage, Mca fluorescence | inhibition, % at 4 µM | 0.07% of 65,000 active | AID 570;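 active means inhibition above the mean of compound-free control plate wells plus 3 SD, cut at about 14% in these data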;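 further: 0% = DMSO wells and 100% = wells with reference MMP-13 inhibitor after basal subtraction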
# Autofluor 339: intrinsic fluorescence of library compounds, ex339/em460 – biochemical, MLSMR library, data from DPM-DC assay, artefact control, profiling panel. compound autofluorescence, ex339/em460 nm, NADH buffer; hits give high values; 1 = no-compound wells, NADH background. fluorescence fold increase at 10 µM. 5.5% of 65,000 active. AID 709;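 active means at 10 µM, mean starting fluorescence two-fold or more over control wells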;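 further: signal is the first read of a kinetic run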
# NADH enzymes: inhibition of NAD/NADH coupling enzymes, library profiling; coupled PK/LDH NADH assays, four targets; IC50, µM (doses to about 10 µM), without a hit: at the highest dose inhibition; 0.02% of 65,000 active; AID 774;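 active means single-dose screening hits from any of four coupled enzyme assays that gave an IC50 when retested across doses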;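 further: the DPM-DC format reads NADH fluorescence rather than 340 nm absorbance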
# Starred values were filed as active, the others as inactive; . = no result given; [ ] = dose if it differs, or a comment. These rows are one share of the data. The share of hits here may be higher or lower than overall.
# Screens in order – HEK293 NFkB inh, PKA kinase inh, ROCK2 blocker, JNK3 blocker, NADH enzymes, Autofluor 339, MMP13 inh, tolC growth inh, A340 absorber
1: CCOC(=O)c1c(NS(=O)(=O)c2cccc(OC)c2)sc2c1CCC2
    18, -5, -2, -9, 6%, 1.1, 1, 79*, 1.1
2: COc1ccc2nc(NC(=O)C(NS(=O)(=O)c3cccs3)C(C)C)sc2c1 (stereo unspecified)
    -7, 10, 6, 4, 1%, 1.1, 3, 16, 1
3: COc1ccc(S(=O)(=O)N(CC(=O)N2CCN(C)CC2)c2ccccc2)cc1OC
    8, 4, -1, -1, 1%, 1.1, -2, -21, 1
4: COc1ccccc1NC(=O)CSCC(N)=O
    -3, 6, 2, -4, 1%, 1.1, 10, -22, 1
5: CCC(C)Sc1nc2c(c(=O)[nH]c(=O)n2C)n1CC(O)COc1cccc2ccccc12 (stereo unspecified)
    14, 13, 8, 3, 7%, 1.1, 5, -4, 0.99
6: CCOC(=O)CSc1nnc(NC(=O)c2cccc(S(=O)(=O)N3CCCC3)c2)s1
    4, 6, -3, 8, 5%, 1.1, 3, 0, 1.1
7: O=C(Nc1ccccc1)N(CCCN1CCOCC1)Cc1cccs1
    11, 5, 4, 3, 3%, 1.1, -6, -8, 1
8: Cc1ccnc(N2CCCC(C(=O)Nc3cc(F)ccc3C)C2)n1 (stereo unspecified)
    4, 6, 4, 2, 4%, 1.4, -8, -11, 1
9: COc1ccc(OC)c(NC(=O)CSc2nnc(CNC(=O)COc3ccc(Cl)cc3)o2)c1
    8, 5, 0, -7, 3%, 1.1, 5, -2, 0.98
10: Cn1c(=O)c2cc(NC(=O)c3ccccc3Cl)c(=O)oc2n(C)c1=O
    7, 4, ., ., 5%, 1.2, 2, -8, 1.2
11: Cc1nn(C(=O)c2cccs2)c(N)c1-c1ccccc1
    -32, 4, -1, -4, 3%, 1.1, 6, 41, 1.1
12: Cc1nnc(SCC(=O)Nc2sccc2C(N)=O)n1Cc1ccccc1
    6, 2, 1, 8, 6%, 1, 6, -8, 1
13: COc1cc2c(=O)n(Cc3ccccc3)c(=O)n(CC(=O)NCC3CCCO3)c2cc1OC (stereo unspecified)
    15, -2, ., ., 3%, 1.7, -27, 4, 1
14: COc1ccc2[nH]c(C)c(CN3CCC(C)CC3)c(=O)c2c1
    11, -4, ., ., 4%, 1.7, -16, -9, 1.1
15: c1cncc(CNc2c3c(nc4nnnn24)CCCC3)c1
    20, 10, ., ., 2%, 1.1, 4, 6, 1.1
16: O=C1CC(c2ccc(Cl)cc2)n2nc(N3C(=O)CCC3=O)nc2N1 (stereo unspecified)
    16, -7, 2, 0, 5%, 1.2, -1, ., 0.97
17: O=C(C1CCCCC1)N1CCCC(c2nc(-c3ccc(F)cc3)no2)C1 (stereo unspecified)
    11, -3, -4, 4, 5%, 1.1, -1, -2, 0.99
18: O=C(CN1C(=O)COc2ccccc21)N1CCc2ccccc21
    16, 3, 0, 7, 7%, 1.1, 1, -2, 1
19: O=C(CSc1ncn[nH]1)Nc1ccc(Br)cc1F
    17, 6, 5, -3, 4%, 1.1, -3, 6, 1
20: Cc1nnc2n1NC(c1ccc(Cl)cc1)C(C(=O)N(C)C1CCCCC1)S2 (stereo unspecified)
    10, -5, 0, 2, 2%, 1.2, 2, 12, 1
21: Cc1cc(C(=O)OCC(=O)N2C(C)CCCC2C)c(C)o1 (stereo unspecified)
    8, 7, 7, -1, 5%, 1, -3, -1, 1
22: COc1ccc(S(=O)(=O)N2CCN(C(=O)c3cccs3)CC2)cc1OC
    11, 11, 8, 1, 6%, 1.1, 2, -4, 1
23: Cc1cc(NC(=O)CSc2ccc3nnc(-c4ccccn4)n3n2)no1
    4, 5, 6, 3, 7%, 1.4, -25, -5, 1.1
24: COc1ccc(N2C(=O)CCC(C(=O)NCc3ccccn3)C2c2ccc(OC)c(OC)c2)cc1 (stereo unspecified)
    0, 3, ., ., 3%, 1.1, 3, -8, 1
25: COc1ccccc1CNC(=O)c1cc2c(s1)CS(=O)(=O)C2
    9, 2, 4, -1, 6%, 0.97, 0, -3, 0.99
26: OCc1nn2c(c1Br)NC(c1ccccc1)CC2C(F)(F)F (stereo unspecified)
    20, 8, -3, -5, 6%, 1, -1, -2, 1
27: CCn1c(CNc2ccc(F)cc2)nnc1SCC(=O)OC1CCCCC1
    9, 2, 3, 4, 4%, 1.1, -4, 34, 0.97
28: COC(=O)c1ccccc1OCc1cccc(C)n1
    ., 7, 4, 2, 0%, 1.1, 1, 12, 1
29: Cc1cccc(-c2nsc(SCC(=O)N3CCCC3)n2)c1
    -15, 9, 5, 3, 5%, 1.1, 5, 14, 0.99
30: S=C(c1ccc2c(c1)OCO2)N1CCCC1
    12, 8, 4, -2, 5%, 1.1, 2, 1, 1.1

# Entries by screen from above.
# Compounds 19 to 22 in A340 absorber, in turn: 1, 1, 1, 1
# Compounds 19 to 22 in ROCK2 blocker, in turn: 5, 0, 7, 8
# Compounds 19 to 22 in HEK293 NFkB inh, in turn: 17, 10, 8, 11

# Compound profiles, as listed above. Screens in order: HEK293 NFkB inh, PKA kinase inh, ROCK2 blocker, JNK3 blocker, NADH enzymes, Autofluor 339, MMP13 inh, tolC growth inh, A340 absorber
# COc1ccc(OC)c(NC(=O)CSc2nnc(CNC(=O)COc3ccc(Cl)cc3)o2)c1 across the screens: 8, 5, 0, -7, 3%, 1.1, 5, -2, 0.98
# O=C(CN1C(=O)COc2ccccc21)N1CCc2ccccc21 across the screens: 16, 3, 0, 7, 7%, 1.1, 1, -2, 1
# CCn1c(CNc2ccc(F)cc2)nnc1SCC(=O)OC1CCCCC1 across the screens: 9, 2, 3, 4, 4%, 1.1, -4, 34, 0.97
# COc1ccc2nc(NC(=O)C(NS(=O)(=O)c3cccs3)C(C)C)sc2c1 (stereo unspecified) across the screens: -7, 10, 6, 4, 1%, 1.1, 3, 16, 1
# O=C(CSc1ncn[nH]1)Nc1ccc(Br)cc1F across the screens: 17, 6, 5, -3, 4%, 1.1, -3, 6, 1

# Entries above with bromine, in the order listed:
# Screens in order – HEK293 NFkB inh, PKA kinase inh, ROCK2 blocker, JNK3 blocker, NADH enzymes, Autofluor 339, MMP13 inh, tolC growth inh, A340 absorber
19: O=C(CSc1ncn[nH]1)Nc1ccc(Br)cc1F
    17, 6, 5, -3, 4%, 1.1, -3, 6, 1
26: OCc1nn2c(c1Br)NC(c1ccccc1)CC2C(F)(F)F (stereo unspecified)
    20, 8, -3, -5, 6%, 1, -1, -2, 1

# (continued)
# Screens in order – HEK293 NFkB inh, PKA kinase inh, ROCK2 blocker, JNK3 blocker, NADH enzymes, Autofluor 339, MMP13 inh, tolC growth inh, A340 absorber
31: CCOC(=O)c1cccc(NC(=O)C2CCN(S(=O)(=O)c3cccs3)CC2)c1
    17, -4, ., ., 3%, 1, 6, 5, 1
32: CC(NC(=O)OCc1ccccc1)C(=O)N1CC(O)CC1C(=O)O (stereo unspecified)
    4, -4, -1, -5, 4%, 1, 3, -18, 0.98
33: COc1ccc(OC(C)C(=O)Nc2cccc(OC)c2)cc1 (stereo unspecified)
    13, 9, ., ., 2%, 1.1, 4, 3, 1
34: CCCc1cc(=O)[nH]c(/N=C(\N)Nc2ccccc2)n1
    5, -2, -2, 7, 3%, 1.1, 5, 8, 1
35: Cc1ccc2c(c1)CC1(CN2C)C(=O)OC2(CCCCC2)OC1=O
    21, -1, -1, 31*, 7%, 1, -2, -14, 1
36: CCOC(=O)c1sc2nc(N3CCOCC3)c3c(c2c1N)CCN(C)C3
    5, 5, 1, -4, 0%[fluoresces], 3.7*, -8, 2, 1.2
37: COCCn1nnnc1C(c1ccc(OC)cc1OC)N1CCN(c2ccccc2F)CC1 (stereo unspecified)
    8, 7, 10, 5, 1%, 1.1, 1, 5, 1
38: COc1ccc(C(CC(=O)O)NC(=O)c2cccs2)cc1 (stereo unspecified)
    10, -2, 0, -2, 4%, 1.1, -1, -15, 1
39: O=c1ccc(=O)n2n1CC(O)C2
    12, 14, 22*, 2, 4%, 0.9, -6, -17, 1.1
40: COC(=O)c1ccccc1NC(=O)CSc1nnc(Cc2ccc(Cl)cc2)o1
    13, 12, 4, -2, 6%, 1.1, 3, 42, 1
41: CSc1nc(N)c(C#N)c(-c2ccc(Cl)cc2)c1C#N
    1, 4, -2, -2, 4%, 1.2, 1, 17, 1
42: OCC#Cc1cnc2ccccc2c1
    5, 7, 3, -3, 11%, 1.2, 6, -8, 1.1
43: O=C(NCCc1ccc(Cl)cc1)C1CCN(S(=O)(=O)N2CCCCC2)CC1
    -2, 12, 7, 2, 7%, 1, 1, 19, 0.99
44: CCOC(=O)c1c(C)n(C)c2ccc(O)c(CN3CCCCC3)c12
    ., 2, 3, -3, 0%, 1.1, 2, 5, 1.1
45: Cc1cc(N2CCC(C)CC2)n2ncc(-c3ccccc3)c2n1
    -30, 9, 5, 4, 10%, 3*, -14, 53, 1
46: CCC(C)C(=O)Nc1nnc(-c2cccs2)s1 (stereo unspecified)
    -6, 11, 2, -4, 10%, 2.6*, -33, -4, 1.1
47: COC(=O)c1ccc(N2C(=O)CC(SCCN)C2=O)cc1 (stereo unspecified)
    -2, 4, 9, 2, 6%, 1.1, -4, -1, 0.97
48: COc1ccc(CCNC(=O)CSc2cc(=O)[nH]c(N)n2)cc1OC
    -15, -10, -5, 0, 5%, 1.1, 5, -24, 0.97
49: O=C(NCc1cccnc1)c1noc2c1CCCC2
    2, 4, 1, 6, 5%, 1.1, -1, -17, 0.99
50: CC(Oc1ccc(Cl)cc1Cl)c1nc(-c2ccccn2)no1 (stereo unspecified)
    ., ., ., ., 4%, 1.1, ., 20, 1
51: Cc1ccsc1CN1CCN(c2ccccn2)CC1
    12, 4, 0, -5, 15%, 1.1, -11, -14, 1
52: CN1CCN(CCCNC(=O)c2cn(C)c3ccc(S(=O)(=O)N(C)C)cc3c2=O)CC1
    3, -4, 0, 5, 4%, 1.1, -7, -11, 1.1
53: Cc1c(-n2cc(C(=O)c3ccccc3O)cc(C#N)c2=O)c(=O)n(-c2ccccc2)n1C
    12, 10, 4, -8, 10%, 1.1, -6, -7, 1.1
54: CC(C)[C@H](NC(=O)OC(C)(C)C)c1nnc(SCc2cccc(F)c2)o1
    14, 11, 8, -5, 2%, 1.1, 5, 49, 0.99
55: Cc1cccc2nc(C(F)(F)F)nc(=O)n12
    17, -1, -5, -5, 5%, 1.4, -5, -5, 1.1
56: CCOc1ccccc1NC(=O)CCS(=O)(=O)c1cccc2nonc12
    6, 7, ., ., 6%, 1.1, 2, 8, 1
57: C/[N+]([O-])=C1\Cc2ccccc2C1=O
    22, 11, 8, -2, 2%, 1, 2, -10, 1
58: Cn1c(SCC(N)=O)nnc1C1CCN(C(=O)NC2CCCCC2)CC1
    10, 9, 0, -5, 9%, 1.1, 2, -10, 1
59: c1ccc(Oc2cccc(NC3=NCCC3)c2)cc1
    6, 9, 4, -4, 6%, 1.2, -2, 0, 1
60: Oc1ccccc1NCC(O)Cn1ccc2ccccc21 (stereo unspecified)
    9, -4, 3, -3, 9%, 1.1, 5, 55, 0.97
61: Clc1ccc2c(c1)C1OCCC1C(c1ccco1)N2 (stereo unspecified)
    6, -6, -14, -10, 9%[fluoresces], 3.7*, -25, ., 1.1
62: CCCOc1ccc(N2C(=O)CC(N3CCOCC3)C2=O)cc1 (stereo unspecified)
    13, -5, -1, -6, 2%, 1, 4, -18, 0.99
